esBAF inh – SWI/SNF esBAF complex inhibition; mouse ES cells, Bmi1-luciferase knock-in reporter, 24 h; 100% = twice the neutral-well signal; reporter increase, % at 12.5 µM; 350,000 tested, 2% active; AID 602393; in the data active means activation above about 40%;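 further: 0% = median of the plate's neutral control wells and 100% = double that signal; a rise in the Bmi1 reporter signal indicates esBAF inhibition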
RAD54 branch – inhibitors of human RAD54 branch migration; Q92698; RAD54 Holliday junction branch migration, FAM/BHQ fluorescence; inhibition, % at 10.4 µM; 360,000 tested, 0.14% active; AID 602329;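 active means mean normalized replicate activity at least 40 and at least half of replicates scoring 40 or more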;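 further: 0% = median of neutral control wells and 100% = median of positive control wells; inhibitors cause a drop in the FAM fluorescence signal; in these data hits start at about 50%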
ARNT TACC3 PPI – disruptors of human ARNT/TACC3 interaction; Q9Y6A5; 390,000 tested, 0.66% active; inhibition, % at 9.99 µM; AlphaScreen His-ARNT PAS-B/GST-TACC3 binding, luminescence; TACC3 fragment carries E629A point mutation;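 active means mean inhibition of replicates at least 50% and at least half of replicates each reaching 50%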;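 further: 0% = complete ARNT plus TACC3 wells and 100% = ARNT alone without TACC3; many hits fall short of the cut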
F508del corr – correctors of CFTR F508del function in bronchial epithelial cells | CFBE cells, YFP halide quenching; stimulated with forskolin plus potentiator P3; % fluorescence drop versus neutral controls | activity (quench increase), % at 7.58 µM | 350,000 tested, 0.36% active | AID 720511;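 active means mean added fluorescence quench of at least 8% versus neutral control, with both replicates also reaching 8%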;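 further: cells transiently co-express mutant CFTR-F508del with the halide-sensitive YFP; corrector assay measuring rescue of mutant channel to the surface after 24 h compound exposure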
ERAP1 inh – ERAP1 (human) enzyme inhibition; 340,000 tested, 0.15% active; inhibition, % at 10.7 µM; AID 652197; recombinant ERAP1, Leu-AMC fluorescence, 60 min; Q9NZ08;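 active means mean replicate inhibition of at least 30%, or all replicates individually reaching that 30% level; inactive means mean below 30% and not every replicate reaching it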;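 further: 0% = neutral control wells and 100% = L-leucinethiol positive control wells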
XiGFP reactiv – activators of X-chromosome reactivation in mouse fibroblasts. XiGFP mouse fibroblasts, % GFP-positive cells imaging, 3 d; cells co-treated with 5-aza-dC sensitizer; scaled so ellipticine positive control = 100%. activation, % at 7.58 µM. 360,000 tested, 0.055% active. AID 743238;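 active means mean normalized replicate activation at least 10% and every replicate at or above 10%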;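 further: 0% = median of on-plate neutral control wells and 100% = ellipticine 6 µM median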
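System: SV40-immortalized XiGFP fibroblast cells, line 68-5-11 / Incubation: 3-day compound exposure, then 15 min fixation at room temperature / Compound: single concentration per compound, delivered by pin transfer / Buffer or medium: DMEM plus 5-aza-dC sensitizer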
INS-1E GSIS act – GLuc luminescence reporter in INS-1E cells, primary screen for activators of glucose-dependent secretion of insulin; activation, % at 16.6 µM; INS-1E GLuc reporter insulin secretion, 2-3 h; 370,000 tested, 0.61% active; AID 743287;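 active means lowest replicate activation of at least 40%, so every replicate reaches that level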;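 further: 0% = median of neutral control wells and 100% = median of IBMX positive control wells; some compounds called inactive have numbers as strong as hits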
RAD52 anneal inh – RAD52 (human) annealing inhibition; 360,000 tested, 0.46% active; inhibition, % at 18.7 µM; recombinant RAD52 DNA annealing, FRET fluorescence; AID 651710; P43351;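 active means every replicate showing at least 50% inhibition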
Target sequence (P43351 whole entry, looked up): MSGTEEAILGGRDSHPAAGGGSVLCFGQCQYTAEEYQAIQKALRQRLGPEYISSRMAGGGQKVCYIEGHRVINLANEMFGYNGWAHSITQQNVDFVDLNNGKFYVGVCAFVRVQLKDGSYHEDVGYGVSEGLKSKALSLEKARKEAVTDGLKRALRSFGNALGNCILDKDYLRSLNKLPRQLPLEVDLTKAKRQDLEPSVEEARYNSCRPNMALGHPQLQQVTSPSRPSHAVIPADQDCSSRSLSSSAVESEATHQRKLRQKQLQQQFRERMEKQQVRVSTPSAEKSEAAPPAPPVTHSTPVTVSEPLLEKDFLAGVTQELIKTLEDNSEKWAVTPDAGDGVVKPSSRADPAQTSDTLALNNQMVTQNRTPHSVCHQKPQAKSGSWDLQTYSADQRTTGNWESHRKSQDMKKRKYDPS
An asterisk follows results filed as active; . = not tested or not shown; & = joins results of further samples.

SMILES	esBAF inh	RAD54 branch	ARNT TACC3 PPI	F508del corr	ERAP1 inh	XiGFP reactiv	INS-1E GSIS act	RAD52 anneal inh
C[C@H](CO)N1C[C@H](C)[C@@H](CN(C)Cc2ccc(-c3ccccc3)cc2)Oc2c(NC(=O)C3CCCCC3)cccc2C1=O	-7	.	.	-0.5	.	-1.2	0	.
Cc1noc(C)c1NC(=O)Nc1cccc2c1O[C@H](CN(C)C(=O)NC1CCCCC1)[C@@H](C)CN([C@H](C)CO)C2=O	0&6	-2&-7	-3&-4	2.8&2.2	-12&-20	-0.2&-0.1	0&37	10&-10
Cc1onc(-c2ccccc2Cl)c1C(=O)N1CC(C)CC(C)C1 (configuration not stated)	1	-1	0	0.0	-5	0.2	-10	2
Cc1nn(C(=O)c2cccc([N+](=O)[O-])c2)c(C)c1Br	0	1	-4	-2.8	-1	0.1	3	-14
COc1ccc(C(=O)COC(=O)CCC(=O)Nc2ccc(C(C)=O)cc2)cc1	.	2	-7	-1.2	2	0.2	12	-27
CC(C)c1ccc(S(=O)(=O)N2CCC(C(=O)N3CCC3)CC2)cc1	.	1	-5	0.3	0	0.2	-23	5
CCOC(=O)c1[nH]c(C)c(/C(C)=N\O)c1C	-5	-7	-6	-0.4	-4	0.1	8	-17
NC(=O)CSc1nnc(NC(=O)c2ccc(S(=O)(=O)N3CCOCC3)cc2)s1	-9	15	.	-0.4	-1	0.1	1	-1
COc1cccc(C#Cc2cnc3c(c2)C(=O)N([C@@H](C)CO)C[C@H](C)[C@@H](CN(C)C(C)=O)O3)c1	-7	-5	5	0.3	19	0.2	12	25
CCn1c(C(C)NC(=O)c2ccc(OC)c(OC)c2)nc2ccccc21 (configuration not stated)	-1	-3	-1	.	.	.	-6	.
CO[C@H]1CN(C)C(=O)c2cc(NC(=O)c3cc(C)on3)ccc2OC[C@H](C)N(C(C)=O)C[C@@H]1C	-5	-4	11	0.1	-1	-0.1	-9	6
Cc1cccc(C)c1Nc1c(-c2ccc(N3CCOCC3)cc2)nc2ncccn12	2	-1	12	0.7	7	0.0	-5	-33
CCCNC(=O)N1CC2(CCN(Cc3cccnc3)CC2)c2c(n(C)c3cc(OC)ccc23)[C@@H]1CO	.	.	.	1.5	7	0.3	7	10
CCOc1ccc(CN(C)Cc2cc(=O)oc3cc(C)c(Cl)cc23)cc1	-2	-5	0	-4.0	-3	0.0	-12	-15
COc1ccccc1CN1CC(C(=O)NCc2cc(F)cc(C(F)(F)F)c2)CCC1=O (configuration not stated)	15	9	-59	0.7	3	0.1	-34	-4
O=C(C[C@H]1CC[C@H](NC(=O)CN2CCOCC2)[C@H](CO)O1)NC1CCCCC1	-5	-8	12	-0.9	0	0.0	1	-5
O=C1O[C@@H](c2ccccc2)[C@@H](c2ccccc2)N2[C@@H](c3ccc(OCCO)cc3)[C@]3(C(=O)Nc4ccc(C#CC5=CCCCC5)cc43)[C@@H](C(=O)NC[C@H](O)c3ccccc3)[C@H]12	.	-3	27	-8.1	0	.	.	-46
C[C@@H]1CN([C@H](C)CO)C(=O)c2cc(NC(=O)Nc3ccc4c(c3)OCO4)ccc2O[C@@H](C)CCCCO[C@@H]1CN(C)C(=O)CCC(F)(F)F	18	-18	-3	-1.7	1	-0.1	-16	1
C/C=C/c1ccccc1[C@H]1[C@H](C#N)N(C(=O)c2cccnc2)[C@H]1CO	.	.	.	-1.3	-2	0.1	5	-9
CN1CCC(OC(=O)c2cccc(Cl)c2)CC1	-9	8	-15	-0.1	4	0.0	-4	1
CN1c2ccc(-c3cccc(F)c3)cc2[C@@H]2[C@@H](CCN2C(=O)Cc2ccccc2)[C@@H]1CO	4	-3	7	2.3	-1	-0.1	-7	-19
Cc1ccc(C)c(OCc2cc(C(=O)N3CC[C@H](O)C3)no2)c1	47*	0	-8	-3.0	-4	0.0	-2	0
Cc1ccc(CCNC(=O)C2CCC(=O)N2C(C)C)cc1 (configuration not stated)	-7	8	-2	1.9	4	.	15	0
COc1ccc(S(=O)(=O)N2CCOC2CNC(=O)C(=O)NCCN2CCOCC2)cc1 (configuration not stated)	-6	-1	-1	-1.5	-2	-0.1	1	-7
Cc1cccn2c(CNC3CCCc4ccccc43)c(C(=O)N3CCOCC3)nc12 (configuration not stated)	13	-1	3	-0.1	-5	-0.1	-4	-11

Later entries.
SMILES	esBAF inh	RAD54 branch	ARNT TACC3 PPI	F508del corr	ERAP1 inh	XiGFP reactiv	INS-1E GSIS act	RAD52 anneal inh
COc1ccc(NC(=O)c2cc3n(n2)C(C(F)(F)F)CC(c2ccc(OC)cc2)N3)cc1 (configuration not stated)	-4	4	1	.	.	.	14	.
O=C(CCN1CCCCC1)NCC[C@@H]1CC[C@@H](NC(=O)C2CCCC2)[C@@H](CO)O1	-11	0	-2	-0.3	7	1.0	13	1
COc1cc(CCC(=O)OCC(=O)NCC2CCCCC2)cc(OC)c1OC	.	.	-5	-2.0	2	0.2	2	-2
O=C(C[C@@H]1C=C[C@@H](NC(=O)Nc2ccccc2F)[C@H](CO)O1)NCc1ccc(Cl)cc1	2	-1	.	0.9	0	0.2	4	-18
O=C(CN1C(=O)c2ccccc2C1=O)Nc1cccnc1	1	10	1	.	1	.	-7	-2
CO[C@H]1CC[C@H]2CCOc3c(C#N)cccc3C(=O)N(C)[C@@H](C)C(=O)N(C)C[C@H]1O2	4	-2	1	1.1	1	0.0	-1	5
O=C(Nc1cccc(F)c1)N1C[C@@H]2[C@H](c3ccccc31)[C@@H](CO)N2C(=O)c1ccccc1F	-4	1	4	0.9	-4	0.3	-3	2
CCOC(=O)C(CC)Sc1nc2c(cnn2-c2ccc(F)cc2)c(=O)[nH]1 (configuration not stated)	-2	-7	8	-2.1	3	0.2	-8	-8
Cc1nn(C)c(C)c1NC(=O)Nc1ccc(Cl)c(Cl)c1	-4	-1	-4	-1.5	0	0.2	-37	12
COC(=O)c1c(NC(C)=O)sc(C)c1C	0	.	-7	-0.6	-1	0.2	21	-18
COc1ccc(NC(=O)c2cccc(NC3=NC4CS(=O)(=O)CC4S3)c2)cc1Cl (configuration not stated)	-2	7	-4	2.0	-1	-0.1	7	-3
COc1ccc2[nH]cc(C(=O)CN3CCC(C)CC3)c2c1	30	8	-4	.	.	.	-2	.
CCOc1cc(N2CCOCC2)c(OCC)cc1NC(=O)CN1C(=O)C2CC=CCC2C1=O (configuration not stated)	.	.	-6	3.4	2	0.3	-11	-5
Cc1cccc(NC(=S)NNC(=O)CCn2cc(C)cn2)c1	-5	-7	10	-1.0	-1	.	7	-6
CC(C)OC(=O)c1ccc(N)cc1	.	.	-5	-0.8	2	0.0	20	-26
CCOC(=O)c1c(C)oc2cc(Br)c(O)c(Br)c12	19	-7	.	-2.7	.	0.2	5	2
CC(=O)c1cccc(NC(=O)C2Cc3c(-c4ccccc4Oc4ccccc4)ccnc3O2)c1 (configuration not stated)	.	0	.	1.0	1	-0.2	.	-6
C[C@@H]1CN([C@@H](C)CO)C(=O)c2cccc(N(C)C)c2O[C@H]1CN(C)Cc1ccc(Cl)c(Cl)c1	1	3	-5	-3.6	4	-0.1	-11	-3
Cc1n[nH]c(C)c1CCC(=O)N/N=C/c1cccs1	.	-3	-4	-2.4	0	0.0	.	-19
CCC(=O)NC(=S)N1CCN(c2ccc([N+](=O)[O-])cc2Cl)CC1	6	7	-4	.	.	.	-10	.
C[C@@H]1CN([C@H](C)CO)C(=O)c2ccccc2-c2ccccc2CO[C@H]1CN(C)S(=O)(=O)c1ccc(C(F)(F)F)cc1	-3	7	-20	2.9	3	-0.4	15	12
CCCNC(=O)N(C)C[C@H]1Oc2ncc(C3=CCCCC3)cc2C(=O)N([C@H](C)CO)C[C@H]1C	0	-9	-12	-2.8	3	0.7	19	-3
CN(CC1CCCO1)S(=O)(=O)c1ccc(C(=O)Nc2ccccc2F)cc1 (configuration not stated)	.	1	21	0.6	3	0.1	-3	-6
CCOC(=O)C1=C(C)NC(C)=C(C(=O)OCC)C1C(=O)OC1CCOC1=O (configuration not stated)	-7	10	4&1	2.7	2	-0.1	9	0
CC(C)(C)S(=O)N1Cc2cc(C(=O)O)nc(-c3cccc(-c4cc5ccccc5o4)c3)c2[C@H]1CCO (some centres not stated)	0	3	.	-6.3	-1	0.0	-14	-67

More compounds follow.
SMILES	esBAF inh	RAD54 branch	ARNT TACC3 PPI	F508del corr	ERAP1 inh	XiGFP reactiv	INS-1E GSIS act	RAD52 anneal inh
COCC(=O)Nc1ccc2c(c1)C(=O)N(C)C[C@@H](OC)[C@@H](C)CN(Cc1ccccc1OC)[C@@H](C)CO2	-1	10	-8	-0.2	1	0.1	-2	14
O=S(=O)(Cc1ccccc1)Nc1cccc(F)c1	-6	6	-6	-0.4	-3	-0.1	7	1
Cc1ccc(N(CC(=O)NC2CCCCC2C)S(=O)(=O)c2c(C)noc2C)cc1 (configuration not stated)	-5	4	-4	0.0	-3	0.3	31	-16
CCOC(=O)C(C)(C)Sc1nc2c(cnn2-c2ccc(Cl)cc2)c(=O)[nH]1	-8	-3	2	-5.3	-1	0.2	-4	-13
CC(=O)COc1coc(CN2CCN(c3ccc(F)cc3)CC2)cc1=O	0	5	4	-0.1	1	0.0	11	1
NC(=O)N/N=C/c1c(F)c(F)c(F)c(F)c1F	1	-6	-20	4.2	-1	0.0	5	-9
COC(=O)CC1C(=O)NCCN1C(=O)Nc1ccccc1 (configuration not stated)	2	6	-3	.	.	.	22	.
COc1ccc(/C=N/NC(=O)c2cc(C3CC3)[nH]n2)cc1OC	.	3	-2	-0.6	8	0.4	15	-5
Clc1cccc(CN2CCN(Cc3ccco3)CC2)c1	-4	-1	-5	-0.7	-5	0.0	14	-6
Cc1ccc(-n2ncc3c2CC(C)(C)CC3NC(=O)c2ccncc2)cc1 (configuration not stated)	8	-7	4	3.1	3	0.1	-13	-2
Cc1ccc(C(=O)CSc2ccccc2C(=O)O)cc1	12	-5	7	-2.3	-24	0.1	9	-1
CCC(=O)N(C)CCc1cc2c(c(OC)c1/C=N/NC(=O)c1ccncc1)OCO2	.	8	4	-2.8	.	0.1	10	-22
Cc1ccc(NS(=O)(=O)c2c(C(=O)N3CCOCC3)c(C)n(C)c2C)cc1	-3	-6	5	2.4	2	0.0	8	-9
Cc1ccc(-n2nc3c(=O)n(C(C)C(=O)NC4CC4)nc(C)c3c2C)cc1 (configuration not stated)	-1	0	3	0.6	4	0.0	10	-6
Cc1ccc(NC(=O)C2CCN(S(=O)(=O)c3ccc4c(c3)C(C)(C)C(=O)N4C)CC2)c(C)c1	1	-2	-5	1.3	6	0.0	-18	-3
CCC(OC(=O)C(NC(=O)c1ccccc1)c1ccccc1)C(=O)Nc1cc(C)on1 (configuration not stated)	-1	1	2	1.6	4	.	10	0

Pulled one by one from the entries so far, 5 records:
SMILES	esBAF inh	RAD54 branch	ARNT TACC3 PPI	F508del corr	ERAP1 inh	XiGFP reactiv	INS-1E GSIS act	RAD52 anneal inh
NC(=O)N/N=C/c1c(F)c(F)c(F)c(F)c1F	1	-6	-20	4.2	-1	0.0	5	-9
Cc1ccc(NC(=O)C2CCN(S(=O)(=O)c3ccc4c(c3)C(C)(C)C(=O)N4C)CC2)c(C)c1	1	-2	-5	1.3	6	0.0	-18	-3
O=S(=O)(Cc1ccccc1)Nc1cccc(F)c1	-6	6	-6	-0.4	-3	-0.1	7	1
CCC(=O)N(C)CCc1cc2c(c(OC)c1/C=N/NC(=O)c1ccncc1)OCO2	.	8	4	-2.8	.	0.1	10	-22
COCC(=O)Nc1ccc2c(c1)C(=O)N(C)C[C@@H](OC)[C@@H](C)CN(Cc1ccccc1OC)[C@@H](C)CO2	-1	10	-8	-0.2	1	0.1	-2	14
